KLF5 inh: kruppel-like factor 5 inhibition; DLD-1 KLF5 promoter-luciferase reporter, luminescence; inhibition, % at 5 µM; actives 0.23% (n = 290,000);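 active = inhibition above a per-plate limit of that plate's mean compound inhibition plus 3 SD, cut at about 60% in these data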;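 note: 0% = DMSO wells and 100% = LY294002 at 200 µM; higher means less KLF5 promoter-driven luciferase light; inactives centre near -14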
HSP90 refold inh: blocks HSP90-mediated luciferase refolding in reticulocyte lysate; inhibition, % at 5.6 µM; Rabbit reticulocyte lysate, luciferase refolding luminescence, 3 h; actives 0.91% (n = 290,000);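 active = inhibition above the screen-wide mean plus 3 SD, computed separately per campaign, cut at about 16% in these data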;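 note: 0% = DMSO wells and 100% = 60 µM geldanamycin wells; inhibitors lower the luminescence because luciferase stays unfolded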
IEC-6 cytotox: kills IEC-6 intestinal cells in KLF5 counter-screen | IEC-6 cytotoxicity, luminescence viability | inhibition, % at 5 µM | actives 0.78% (n = 290,000) | AID 1825; in the data active = inhibition above about 22%;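 note: 0% = plate median of test compound wells and 100% = cytotoxic reference compound wells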
* = called active by the depositor. This is a subset; the hit share may differ from the screen's.

SMILES	KLF5 inh	HSP90 refold inh	IEC-6 cytotox
CCOc1ccc(/C=C2/SC(=S)N(C(C(=O)O)c3ccccc3)C2=O)cc1OCC (stereo not drawn)	-19	1	-3
CCC(=O)NC1=C(Cl)C(=O)C(NC(=O)CC)=C(Cl)C1=O	1	30*	73*
CCCCCCN(C(=O)CCCCCN1C(=O)NC(c2ccc(-c3ccccc3)cc2)C(C(=O)OCc2ccccc2)=C1C)C(C(=O)NCCCC)c1ccc(O)cc1 (stereo not drawn)	0	0	8
CC(C)N(Cc1nnc(-c2ccccc2Cl)o1)C(=O)c1cccc(C#N)c1	5	3	-3
O=C(COC(=O)c1cccnc1)NC1CCCc2ccccc21 (stereo not drawn)	-7	0	0
O=C(CSc1nc(-c2ccc(F)cc2)nc2c1Cc1ccccc1O2)Nc1ccc(C(=O)O)cc1	-13	1	1
Cc1cccc(-n2c(CCCN3C(=O)c4ccccc4C3=O)nc3ccccc3c2=O)n1	-21	-3	-1
Cc1nnc2sc(-c3ccc(NC(=O)c4ccc(-c5ccc(Br)cc5)o4)cc3)nn12	-20	4	-4
N/C(Cc1cccc2ccccc12)=N\OC(=O)c1ccc(Br)o1	-9	0	4
CCOc1nc(NC(=O)NS(=O)(=O)Oc2cccc(Cl)c2)nc(-c2ccccc2)n1	-5	4	1
O=C(O)c1ccccc1Nc1cccc(C(F)(F)F)c1	-24	-1	2
O=C(NC1CC2CCCC(C1)N2C1CC1)NC12CC3CC(CC(C3)C1)C2 (stereo not drawn)	8	5	4
CN(C)c1ccc(/C=C/c2ccc3c4ccccc4ccc3[n+]2-c2ccccc2)cc1	45	3	65*
CCCCCCCCCCCCCCCCn1cc[n+](CC(C)=O)c1	2	-1	2
O=C(CSc1ncnc2c1cnn2CCc1ccccc1)Nc1ccc(F)cc1	-17	0	-4
Cc1cc(NS(=O)(=O)c2ccc(NC(NC(=O)C(C(F)(F)F)C(F)(F)F)(C(F)(F)F)C(F)(F)F)cc2)no1	-35	-2	-3
COc1cccc(Cn2c(NCc3ccccn3)nc3c2c(=O)n(C)c(=O)n3C)c1	-12	-1	2
CN(C(=O)c1c(Br)cnn1C)C12CC3CC(CC(C3)C1)C2	-10	-5	6
O=c1c(-c2ccco2)[n+]([O-])c2ccccc2n1OCc1ccccn1	-6	1	-4
COC(=O)C(C)Sc1nnc(Cc2cc(=O)[nH]c(=O)[nH]2)n1-c1ccc(OC)cc1 (stereo not drawn)	5	0	6
CC(C)=NOCc1ccc(-c2cn([C@@H]3COC[C@H]3O)nn2)cc1	1	0	-1
CN1CCN(CC(=O)Nc2sc3c(c2C#N)CCC(C(C)(C)C)C3)CC1 (stereo not drawn)	23	0	3
Cc1ccc2oc(C(=O)Nc3c(C)n(C)n(-c4ccccc4)c3=O)c(C)c2c1	0	0	0
C=CCSc1nnc(-c2c[nH]c3ccccc23)n1CC	-27	1	0
O=S(=O)(c1ccc(N=C2NN=C(c3cc(F)ccc3F)CS2)cc1)N1CCOCC1	27	-3	-4
C=CCN1CCc2nc(N)sc2CC1	8	-1	-4
CN(C)CCCN(C(=O)CCOc1ccccc1)c1nc2ccc(F)cc2s1	-11	-2	1
CCCn1c(/C=N/Nc2nc3ccccc3[nH]2)nc2ccccc21	-119	-5	-7
CCOC(=O)c1cnc(Nc2nc3ccccc3o2)nc1CN1CCN(c2ccccc2)CC1	-14	2	-2
O=C(OC1CCCCC1)c1ccc2c(c1)C1C=CCC1C(C(=O)O)N2 (stereo not drawn)	-5	-1	-6

Laid out differently: results already given.
> COC(=O)C(C)Sc1nnc(Cc2cc(=O)[nH]c(=O)[nH]2)n1-c1ccc(OC)cc1 (stereo not drawn)
  KLF5 inh: 5
  HSP90 refold inh: 0
  IEC-6 cytotox: 6
> CC(C)=NOCc1ccc(-c2cn([C@@H]3COC[C@H]3O)nn2)cc1
  KLF5 inh: 1
  HSP90 refold inh: 0
  IEC-6 cytotox: -1
> CN1CCN(CC(=O)Nc2sc3c(c2C#N)CCC(C(C)(C)C)C3)CC1 (stereo not drawn)
  KLF5 inh: 23
  HSP90 refold inh: 0
  IEC-6 cytotox: 3
> Cc1ccc2oc(C(=O)Nc3c(C)n(C)n(-c4ccccc4)c3=O)c(C)c2c1
  KLF5 inh: 0
  HSP90 refold inh: 0
  IEC-6 cytotox: 0

Further structures.
SMILES	KLF5 inh	HSP90 refold inh	IEC-6 cytotox
CCCn1c(=N)n(CCOCCOCCn2c(=N)n(CCC)c3ccccc32)c2ccccc21	-5	-2	-2
COCc1cc(C)nc2sc3c(=O)n(Cc4ccco4)nnc3c12	-57	-2	-1
CC1=C(C(=O)N2CCN(c3cc(C)ccc3C)CC2)C2(CCC(C)CC2)OC1=O (stereo not drawn)	8	2	1
CCOC(=O)c1[nH]c(C)c(/C(O)=C2\C(=O)C(=O)N(CCCN3CCOCC3)C2c2cccnc2)c1C (stereo not drawn)	-15	-2	3
Oc1ccccc1-c1cc(C(F)(F)F)[nH]n1	-55	-3	0
CCOC(=O)C1CCN(C(=O)c2cn(-c3ccccc3)nc2-c2cccnc2)CC1	-42	0	-1
CCOC(=O)CN1C(=O)C(Sc2nnc(-c3ccccc3OC)s2)CCc2ccccc21 (stereo not drawn)	-28	0	-5
COc1ccc(-n2c(=O)c3c4c(sc3n3c(C)nnc23)COC(C(C)C)C4)cc1 (stereo not drawn)	-15	0	-2
Cn1nc(-c2ccc(C(=O)N3CCN(c4ccccc4)CC3)cc2)c2ccccc2c1=O	-6	5	3
CCN1CCN(CCCNC(=O)C(NC(=O)C2CCC(C)CC2)C(C)C)CC1 (stereo not drawn)	-10	0	3
Cc1noc(C)c1CSc1nnc2c(C)cc3ccccc3n12	1	1	-1
CCOC(=O)c1c(NC(=O)/C=C/c2ccc3c(c2)OCO3)sc(C)c1C	-11	1	4
Cc1ccc(NC(=O)c2sc3nc(CCl)[nH]c(=O)c3c2C)c(C)c1	-41	1	5
COc1ccc(C(=O)CSc2nc3nc(C)cc(C)c3c(=O)[nH]2)cc1OC	-26	-2	0
COc1ccc(-n2c(=O)c3c4c(sc3n3c(C)nnc23)CC(C)CC4)cc1 (stereo not drawn)	5	0	-1
Cc1c[n+](C)ccc1CC1C([N+](=O)[O-])=C[N-]c2ncnn21 (stereo not drawn)	-19	7	-7
O=C(Nc1ccccc1Cl)c1cccc(NS(=O)(=O)c2ccccc2)c1	-2	-4	-6
COc1ccc2c(c1OC)C(=O)c1ccccc1C2=O	-53	-6	5
O=C(Nc1cccc(Cl)c1)c1ccc2c(c1)SC1=NS(=O)(=O)CCN12	-8	2	2
COc1ccc(Cc2nnc(NC(=O)CSc3ccc(Cl)cc3)s2)cc1OC	-15	-1	-3
Cc1nn(C(=O)CCCC(=O)n2nc(C)c(Cl)c2C)c(C)c1Cl	-3	0	0
Cc1cccc2cc(C(c3nnnn3CC3CCCO3)N3CCCC4(CCCCC4)C3)c(=O)[nH]c12 (stereo not drawn)	3	1	-2
COC(=O)c1[nH]c2ccc(F)cc2c1NC(=O)CCN1CCN(Cc2ccc3c(c2)OCO3)CC1	16	2	3
CC(C)Cn1cnc2c(c1=O)c1nc3ccccc3nc1n2Cc1ccc2c(c1)OCO2	-5	0	-6
COc1cc(/C=N/NC(N)=O)ccc1OC(=O)c1ccc(C)cc1	-22	0	0
Cc1cc(C)cc(NC(=O)NC2CCN(CC(=O)Nc3c(C)cc(C)cc3C)CC2)c1	-21	1	-7
CC(=O)C1=C(O)C(=O)N(c2cccc(C(=O)O)c2)C1c1ccccc1F (stereo not drawn)	8	-4	4
O=C(c1cc2cc(Br)cc(Br)c2oc1=O)N1CCCc2ccccc21	-4	-2	0
COc1ccccc1/C=c1\sc2nc(-c3cccs3)nn2c1=O	15	-1	4
COc1ccc(CNC(=O)c2cc3c(=O)n4ccccc4nc3n(Cc3ccco3)c2=N)cc1	-21	1	-2

Carrying on.
SMILES	KLF5 inh	HSP90 refold inh	IEC-6 cytotox
O=C(CSc1nc2sc3c(c2c(=O)n1Cc1ccco1)CCC3)N1CCc2ccccc21	-14	-2	-5
Cc1cccc(NC(=O)c2c(O)c3cccc4c3n(c2=O)CC4)c1	-30	7	6
Cn1/c(=N/N=C/c2ccc([N+](=O)[O-])cc2)sc2ccccc21	-59	-7	-4
CCOC(=O)c1c(C)oc2c1c1c(c3ccccc32)OCN(Cc2cccnc2)C1	-18	-3	1
Cc1cc(C)c(S(=O)(=O)/N=C2/C=C(SCC(=O)O)C(=O)c3ccccc32)cc1C	20	8	20
Cc1ccnc(NC(=O)c2cccc(NS(=O)(=O)c3ccccc3C)c2)c1	-16	2	-6
COc1cc(N2CCCC2)c(OC)cc1/C=c1/sc2nc3ccccc3n2c1=O	-12	3	1
CCCCNC(=O)CSc1nc2ccc(N3CCOCC3)cc2c(=O)n1Cc1ccc(OC)cc1	-95	-2	-4
CCOC(=O)c1cnc(SCC(=O)Nc2ccccc2N2CCOCC2)nc1N	-21	-5	0
Cc1ccccc1Cn1c2ccccc2c2cnn(CC(=O)N3CCN(c4ccccc4)CC3)c(=O)c21	4	2	-6
Cc1nc(NC2=NCN(CCc3ccccc3)CN2)nc2c(C)cccc12	11	1	12
O=C(CSC1=Nc2ccccc2C2CC=NN12)Nc1ccc2c(c1)OCO2 (stereo not drawn)	-19	2	8
S=C(Nc1ccc2nc(-c3ccccn3)c(-c3ccccn3)nc2c1)N1CCCCC1	-18	2	3
CC1C2=C(CCCC2=O)N(c2cccc3ccccc23)C2=C1C(=O)CCC2	-4	1	-1
O=C(CCS(=O)(=O)c1cc(Br)cc2c1N(C(=O)C1CC1)CC2)NCc1ccco1	-58	1	1
Cc1ccc2c(c1)[nH]c1c(=O)n(CCC3=CCCCC3)cnc12	-1	2	-2
O=C(CSc1nnc(-c2ccco2)n1-c1ccccc1)N1CCc2ccccc21	-9	-2	-5
CC(=O)c1ccc2c(c1)C1C=CCC1C(C(=O)O)N2 (stereo not drawn)	5	2	-21
CCOc1ccc2oc(-c3ccccc3)c(C(=O)N3CCN(CCO)CC3)c2c1	-5	1	1
Cn1c(=O)c2nc(Cl)n(Cc3ccc(Cl)cc3Cl)c2n(C)c1=O	3	-2	-5
COc1nc(-c2ccc(Cl)cc2)ccc1-c1noc(-c2ccncc2)n1	-24	-2	-2
CCOC(=O)c1cnc(-n2nc(C)cc2C)nc1Nc1ccccc1OC	-8	1	3
CC(C)OC(=O)c1nnn(-c2nonc2N)c1CN1CCc2ccccc2C1	-16	-7	1
c1ccc2[nH]c(SN3CCOCC3)nc2c1	4	-2	3
COc1ccc(-n2c(C)cc(C3=NNC(=NC4CC4)SC3)c2C)cc1	11	12	-6
COc1cccc(Nc2ncccc2C(=O)NCc2ccccc2)c1	-37	2	6
CCN(CC)C(=O)CC(c1ccc(F)cc1)c1ccc(OC(C)C)cc1 (stereo not drawn)	-15	0	4
COc1cccc(Cn2c(C3CC3)nc3ccc(NC(=O)c4ccco4)cc3c2=O)c1	-14	3	2
CC1CN(c2cc(=O)n(-c3ccc(Cl)cc3)c(=O)[nH]2)CC(C)O1 (stereo not drawn)	-15	0	-3
CN(C)CCCN1C(=O)C(=O)/C(=C(/O)c2ccc3c(c2)OCO3)C1c1ccco1 (stereo not drawn)	-19	5	0

With a hit mark in HSP90 refold inh, among the entries above:
Compound	KLF5 inh	HSP90 refold inh
CCC(=O)NC1=C(Cl)C(=O)C(NC(=O)CC)=C(Cl)C1=O	1	30*

Next part
SMILES	KLF5 inh	HSP90 refold inh	IEC-6 cytotox
Cn1c(=O)c2c(SCc3ccccn3)nc(-c3ccccc3)nc2n(C)c1=O	-13	3	2
N#CC1=C(N)N(c2ccc(F)cc2)C2=C(C1c1ccc(O)cc1)S(=O)(=O)CC2 (stereo not drawn)	-12	4	-1
CCN(CC)CCCN1C(=O)C(O)=C(C(=O)c2cccs2)C1c1ccccn1 (stereo not drawn)	-16	1	2
CC(C)Cn1c(N)c(C(=O)COC(=O)c2cccc(F)c2)c(=O)n(C)c1=O	-13	7	-2
Clc1ccc(Br)cc1-c1nc(-c2cccnc2)no1	25	-1	5
CN(CCN1CCc2ccccc2C1)Cc1nc(Cc2ccccc2F)no1	-48	1	0
CC(C)CCOc1ccc(/C=C2\CCn3c2nc2cc(C(=O)O)ccc2c3=O)cc1	7	-1	8
Cc1ccc(Oc2ccc(-c3nnc(-c4ccccc4)o3)cc2[N+](=O)[O-])cc1C	-20	-4	-1
CCCNC(=O)c1nnsc1S(=O)(=O)c1ccc(Cl)cc1	-6	-3	26*
Oc1c(Cl)cc(Cl)cc1C1=NNC(c2ccc(Cl)cc2)C1 (stereo not drawn)	3	4	1
CC(C)n1c(SCC(=O)N2c3ccccc3CCc3ccccc32)nc2c1c(=O)n(C)c(=O)n2C	-17	-2	-2
CSC1=C(C#N)C(c2cccs2)CC(=O)N1C (stereo not drawn)	4	0	3
c1cncc(-c2nnc(SCCSc3nnc(-c4cccnc4)o3)o2)c1	-12	2	2
Cn1c(=O)c2cc(S(=O)(=O)NC(C(=O)NC3CCCCC3)c3ccccc3)ccc2n(C)c1=O (stereo not drawn)	-28	2	-2
N=c1oc2cc(O)ccc2cc1C(=O)Nc1ccccn1	-2	-1	6
CC(C)C(NS(=O)(=O)c1ccc2c(c1)oc(=O)n2C)C(=O)N1CCN(Cc2ccccc2)CC1 (stereo not drawn)	-11	1	-4
OC1(c2cccc(C(F)(F)F)c2)CCN(c2ncnc3c2[nH]c2ccc(F)cc23)CC1	-13	-3	-1
